Assay outcomes: PubChem, National Center for Advancing Translational Sciences (NCATS)
TSG101-PTAP inh: qHTS Assay for Iinhibitors of HIV-1 Budding by Blocking the Interaction of PTAP/TSG101; Potency, µM (top dose mostly 115 µM), for inactives: top-dose activity change, negative = inhibition, usual class: inhibitors; AID 493005, 2010; 340,000 tested, under 10 active; Tumor susceptibility gene 101 protein (Homo sapiens), Q99816; Fluorescence polarization, FITC-PTAP peptide / Tsg101 binding; active = well fitted inhibition curve with a large enough effect in the main read-out, with a control signal flat, not every such curve was filed as active; inconclusive = small, poorly fitted or top-dose-only effect, or effect the other way, or a change in a side signal; inactive = no such curve, though single readings can be large or run the other way; also: potency is read from the fitted curve at half-maximal effect; % of control where 0% means no effect
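Tsg101 binding domain (10 uM final) was mixed with compound and a FITC-labeled PTAP peptide (50 nM final) in HEPES pH 7.5 buffer with NaCl, Tween 20, EDTA and TCEP; fluorescence polarization was read after 20 min at r.t.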
CXXC DNA block: qHTS Fluorescence Polarization Assay for Inhibitors of MLL CXXC domain - DNA interaction | MLL-CXXC / FITC-HOXA9 DNA fluorescence polarization | Potency, µM (titrated, usually from 115 µM), for the others: at the top dose activity change, negative = inhibition, usual class: inhibitors | 290,000 tested, 0.037% active | AID 2662, 2010; active = well fitted inhibition curve with a large enough effect in the polarisation, with a control signal flat, not every such curve was filed as active; inconclusive = small, poorly fitted or top-dose-only effect, or effect the other way, or a change in a side signal; inactive = no such curve, though single readings can be large or run the other way; the % refers to the polarisation; also: potency is read from the fitted curve at half-maximal effect
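Fluorescence polarization: 7 uM MLL-CXXC (stock) preincubated 5 min with compounds, then 50 nM fluorescein-HOX-A9 DNA (stock) added; 30 min ambient. Buffer 50 mM Tris-HCl pH 7.5, 50 mM NaCl, 1 mM DTT, 0.05% BSA.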
A-T KAP1 phos: qHTS Assay for Identifying a Potential Treatment of Ataxia-Telangiectasia; […] A-T fibroblasts, KAP-1 phosphorylation AlphaLISA; neocarzinostatin DNA damage 30 min before lysis; Potency, µM (doses to about 57.5 µM), for inactives: top-dose activation, most hits filed as activators; 320,000 tested, 0.19% active; also: potency is read from the fitted curve at half-maximal effect; % of control where 0% means no effect; nearly all actives have a fitted effect of over 45% in size
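ATM-like activity read as KAP-1 phosphorylation via AlphaLISA donor/acceptor antibody pairs after lysis and 6 hr at 25C. Cells were ATM-null patient fibroblasts ([…], hTERT), dosed 60 min, then exposed to the DSB inducer NCS for 30 min.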
ASM inhibitor: Inhibitors of Secretory Acid Sphingomyelinase (S-ASM): qHTS | 340,000 tested, 0.006% active | Potency, µM (top dose mostly 57.5 µM), for the others: at the highest dose activity change, negative = inhibition, actives largely listed as inhibitors | placental ASM, HMU-PC fluorogenic substrate, 60 min | AID 504937, 2011 | Sphingomyelin phosphodiesterase (Homo sapiens), P17405; also: potency is read from the fitted curve at half-maximal effect
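HMU-PC0 cleavage (9 uM final) by human placental ASM, 60 min at 37 °C following 10 min compound exposure at RT; stopped at pH 10, fluorescence Ex 386/Em 447 nm.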
Menin-MLL TR inh: qHTS Assay for Inhibitors Targeting the Menin-MLL Interaction in MLL Related Leukemias: Competition With Texas Red Labeled MLL-derived Mutant Peptide | AID 1768, 2009 | Potency, µM (series often up to 61.6 µM), for inactives: at the highest dose FP activity change, negative = inhibition, most hits filed as inhibitors | Menin + Texas Red MLL mutant peptide, fluorescence polarization | 270,000 tested, 0.23% active | O00255; active = well fitted inhibition curve with a large enough effect in the polarisation, with a control signal flat, not every such curve was filed as active; inconclusive = small, poorly fitted or top-dose-only effect, or effect the other way, or a change in a side signal; inactive = no such curve, though single readings can be large or run the other way; the % refers to the polarisation; also: potency is read from the fitted curve at half-maximal effect; % of control where 0% means no effect; many of its hits are not listed in these tables
MBNL1 CUG block: qHTS Assay for Inhibitors of MBNL1-poly(CUG) RNA binding | 280,000 tested, 0.036% active | Potency, µM (top dose mostly 57.5 µM), without a hit: at the top dose activity change, negative = inhibition, most hits filed as inhibitors | TR-FRET MBNL1-His/biotin-(CUG)12 binding, 665/545 ratio; active = well fitted inhibition curve with a large enough effect in the signal ratio, with a control signal flat, not every such curve was filed as active; inconclusive = small, poorly fitted or top-dose-only effect, or effect the other way, or a change in a side signal; inactive = no such curve, though single readings can be large or run the other way; the % refers to the signal ratio; also: potency is read from the fitted curve at half-maximal effect; % is scaled to controls: 0 for no effect and ±100 for the full control effect
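His-tagged MBNL1 binding to biotinylated (CUG)12 RNA was measured by TR-FRET using terbium anti-His antibody (0.055 ng/ul final) and streptavidin-XL665 (5 nM final). Compounds were titrated 92 nM to 58 uM; 60 min at room temperature.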
a7 integrin act: qHTS for Activators of Integrin-Mediated Alleviation for Muscular Dystrophy | alpha7betagal myoblasts, beta-gal FDG fluorescence, 48 h | Potency, µM (doses to about 38.3 µM), inactives show at the top dose activation, hits mostly activators | 350,000 tested, 0.064% active;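 also: potency is read from the fitted curve at half-maximal effect; 100% = response of the positive control SU9516; nearly all actives have a fitted effect of over 60% in size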
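Alpha7betagal+/- myoblasts (passage 13) were plated 16-24 hr, then exposed to compounds (1:260 dilution of DMSO stock) for 48 hours at 37C. After MPER lysis, β-galactosidase reporter activity was read as FDG fluorescence (ex 480/em 540) after 30 minutes.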
TSHR antagonist: Antagonists of the Thyroid Stimulating Hormone Receptor: HTS campaign | Thyrotropin receptor (Homo sapiens), P16473 | TSHR-expressing cells, TSH-stimulated cAMP HTRF, 2 h; stronger effect = lower value | activity change, negative = inhibition, % at 11.5 µM | 330,000 tested, 0.2% active;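 active = activity change below a set negative limit, meaning inhibition stronger than a set level, cut at about -70% in these data; inconclusive = activity change between two set negative limits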; also: % is scaled to controls: 0 for no effect and ±100 for the full control effect
Target sequence (P16473 whole entry, looked up): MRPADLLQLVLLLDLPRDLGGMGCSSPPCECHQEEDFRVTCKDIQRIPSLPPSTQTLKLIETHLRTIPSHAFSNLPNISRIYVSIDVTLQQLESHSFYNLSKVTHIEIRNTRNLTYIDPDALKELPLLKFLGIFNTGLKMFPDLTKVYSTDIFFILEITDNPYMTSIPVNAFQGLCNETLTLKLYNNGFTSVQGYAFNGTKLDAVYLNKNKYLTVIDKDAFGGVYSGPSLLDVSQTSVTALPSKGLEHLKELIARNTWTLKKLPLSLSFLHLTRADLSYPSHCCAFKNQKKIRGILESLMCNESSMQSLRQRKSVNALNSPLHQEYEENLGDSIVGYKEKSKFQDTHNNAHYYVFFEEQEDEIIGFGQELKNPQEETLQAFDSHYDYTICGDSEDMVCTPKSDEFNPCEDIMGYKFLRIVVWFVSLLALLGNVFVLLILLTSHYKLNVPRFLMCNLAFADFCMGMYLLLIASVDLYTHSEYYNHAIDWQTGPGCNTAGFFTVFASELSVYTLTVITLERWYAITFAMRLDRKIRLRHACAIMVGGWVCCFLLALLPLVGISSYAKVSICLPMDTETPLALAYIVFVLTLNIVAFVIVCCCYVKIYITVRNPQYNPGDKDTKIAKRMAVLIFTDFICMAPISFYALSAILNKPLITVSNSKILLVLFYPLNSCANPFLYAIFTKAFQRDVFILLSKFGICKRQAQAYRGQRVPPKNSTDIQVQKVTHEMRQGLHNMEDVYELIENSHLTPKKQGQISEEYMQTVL
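Competitive HTRF cAMP read-out (cryptate anti-cAMP antibody, cAMP-d2; 30 min, room temperature) in freshly harvested TSHR cells. Compounds added before TSH at EC80 (4nM final), followed by 2 hours' incubation at 37 deg C.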
Mito fusion yeast: qHTS Assay for Small Molecule Inhibitors of Mitochondrial Division or Activators of Mitochondrial Fusion | Potency, µM (titrated, usually from 46.1 µM), for inactives: at the highest dose growth rescue (activation), hits mostly activators | 320,000 tested, 0.23% active | S. cerevisiae fusion-defective mutant growth rescue, CellTiterGlo 48 h | AID 485298, 2010;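 also: potency is read from the fitted curve at half-maximal effect; % of control where 0% means no effect; nearly all actives have a fitted effect of over 45% in size; temperature-sensitive fusion mutants such as fzo1-1 at 37 °C on non-fermentable ethanol glycerol medium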
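S. cerevisiae fusion-defective temperature-sensitive mutants (e.g. fzo1-1, mgm1-5) grown 48 h at 37C in YPEG (ethanol/glycerol non-fermentable) medium with 23 nl compound per well; growth rescue read as CellTiterGlo luminescence.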
TCR act: Activators of T cell receptors: qHTS campaign | Potency, µM (top dose mostly 9.22 µM), for inactives: top-dose activation of IL-2 secretion, actives largely listed as activators | primary human leukocytes, anti-CD3, IL-2 HTRF, 48 h | 330,000 tested, under 10 active; also: % of control where 0% means no effect
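IL-2 produced over 48 hr by a-CD3 bead-stimulated primary human leukocytes exposed to compounds was detected with a homogeneous time-resolved FRET immunoassay, 665nm acceptor signal after 320nm excitation.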
The depositor's hits bear a star; i = inactive; ? = inconclusive; / = not tested or not shown; [ ] = dose if it differs, or a comment. Unless noted, calls follow the shape of the dose curve; as a rule, active = well fitted curve in the direction sought with a large enough effect; inconclusive = small, poorly fitted or top-dose-only effect, or another doubt; inactive = no such curve, though single readings can be large; an effect the other way counts as inactive or inconclusive. These rows are one share of the data (hit frequency here may not be typical).

Each structure is followed by: CXXC DNA block, TSHR antagonist, a7 integrin act, TSG101-PTAP inh, Menin-MLL TR inh, ASM inhibitor, TCR act, Mito fusion yeast, A-T KAP1 phos, MBNL1 CUG block
> Cc1ccc(-c2cc(Cc3cccs3)c(=O)[nH]n2)cc1
    6%, 15, -6%, -2%, /, -2%, -3%, 16%, 2%, -5%
> Cc1cccc(NC(=S)NCC2CCCO2)c1 (stereo not drawn)
    -5%, 2, -34%[inhibitor], -2%, 11%, 4%, 0%, -1%, 2%, -6%
> O=c1ccnc(SCn2nnc3ccccc3c2=O)[nH]1
    -4%, 12, -33%, 0%, /, -2%, -4%, -8%, -3%, 7%
> COC(=O)c1ccccc1Oc1nc(Cl)cc(OC)n1
    6%, 22, -9%, 1%, -5%, 3%, -4%[46.1 µM], -1%, 5%, -3%
> CCOC(=O)CSc1nc2ccc(NC(=O)CSc3nnnn3Cc3ccccc3)cc2s1
    1%, -18, -10%, -1%, ?, -4%, -3%[46.1 µM], -8%, /, 11%
> O=C(Nc1ccc2c(c1)OCO2)N1CCCc2ccccc21
    -16%, -5, 8%, -2%, /, 1%, 12%, -3%, -8%, -7%
> CCN(CC)CCCNC(=O)COc1ccc2oc3c(c2c1)CCCC3
    -5%, 1, -23%, -1%, -10%, -2%, -2%, -9%, -7%, -4%
> CCC(=O)Nc1ccc(OCc2nc3ccccc3s2)cc1
    4%, -7, 15%, -1%, ?, 1%, 4%, 6%, 0%, 37%[activator]
> Cc1cccc(NS(=O)(=O)c2cccc3cccnc23)n1
    -3%, -4, -8%, -2%, -4%, 0%, -12%, 0%, 0%, 6%
> O=C1CC(N2CCC(Cc3ccccc3)CC2)C(=O)N1CCc1ccccc1 (stereo not drawn)
    -5%, 12, -3%, 0%, ?, -10%, -86%, -5%, /, 6%

Some of these compounds in order of formula weight, falling.
Each structure is followed by: CXXC DNA block, TSHR antagonist, a7 integrin act, TSG101-PTAP inh, Menin-MLL TR inh, ASM inhibitor, TCR act, Mito fusion yeast, A-T KAP1 phos, MBNL1 CUG block
> CCN(CC)CCCNC(=O)COc1ccc2oc3c(c2c1)CCCC3
    -5%, 1, -23%, -1%, -10%, -2%, -2%, -9%, -7%, -4%
> Cc1cccc(NS(=O)(=O)c2cccc3cccnc23)n1
    -3%, -4, -8%, -2%, -4%, 0%, -12%, 0%, 0%, 6%
> O=c1ccnc(SCn2nnc3ccccc3c2=O)[nH]1
    -4%, 12, -33%, 0%, /, -2%, -4%, -8%, -3%, 7%
> Cc1cccc(NC(=S)NCC2CCCO2)c1 (stereo not drawn)
    -5%, 2, -34%[inhibitor], -2%, 11%, 4%, 0%, -1%, 2%, -6%

Other compounds follow.
Each structure is followed by: CXXC DNA block, TSHR antagonist, a7 integrin act, TSG101-PTAP inh, Menin-MLL TR inh, ASM inhibitor, TCR act, Mito fusion yeast, A-T KAP1 phos, MBNL1 CUG block
> Cc1ccc[n+](C(C)C(=O)Nc2ccc(C)c(C)c2)c1 (stereo not drawn)
    1%, 34, 11%, -12%, 6%, 2%, -1%, -2%, -3%, -14%
> Cc1ccc(-c2nc3ccccc3s2)cc1NC(=S)NC(=O)c1cccc2ccccc12
    5%, -5, 1%, 0%, 11µM*, 0%, 8%[46.1 µM], -4%, 12%, -11%
> CCOC(=O)c1ccc(NC(=S)NC2CCCC2)cc1
    -2%, -3, -32%, 5%, 5%, 1%, -6%[46.1 µM], 7%, -1%, -2%
> COc1ccc(Nc2oc(-c3ccccc3Cl)nc2C#N)cc1
    3%, -3, 0%, -1%, 5%, 75%[activator], 1%[46.1 µM], 15%, 15%, -2%
> Oc1cccc(/C=N/N2CCN(C3c4ccccc4-c4ccccc43)CC2)c1
    7%, -16, 0%, 2%, /, -3%, 4%, 1%, 1%, /
> COc1ccc(C2CC(=O)C(C=NCCN3CCN(C(=S)Nc4ccccc4)CC3)=C(O)C2)cc1 (stereo not drawn)
    20%, 25, ?, 2%, /, -2%, 2%, -7%, 3%, -7%
> COc1ccc(OCC(=O)Nc2ccc3c(c2)n(C)c(=O)n3C)cc1
    7%, 9, 17%, -2%, 6%, -1%, -26%, -1%, 6%, 0%
> CCOc1ccc(NC(=O)CSc2nc3ccccc3nc2N2CCCC2)cc1
    /, -9, 7%, -1%, -12%, 67%, 0%, -5%, 12%, 8%
> CCCCc1nnc(NC(=O)CCN2C(=O)C3CC=CCC3C2=O)s1 (stereo not drawn)
    /, 6, -5%, -1%, /, 2%, 0%, -2%, -4%, /
> c1csc(C2Nc3ccccc3-c3nc4ccccc4n32)c1 (stereo not drawn)
    8%, -9, -1%, -4%, 23%, i, -8%[46.1 µM], 1%, 15%, 11%
> CC(=O)Oc1ccc(C(C)=O)c2c1OCCO2
    -3%, 3, 10%, -1%, 1%, -2%, 11%, -1%, 1%, -6%
> Cc1cc(C(F)(F)F)n2nc(C)c(-c3ccc(Cl)cc3)c2n1
    5%, -1, -25%, 0%, 9%, 1%, -1%[46.1 µM], 6%, 20%, -6%
> COc1ccccc1N(C)S(=O)(=O)c1ccc(C(=O)Nc2ccc(C)cc2C)cc1
    /, -8, -20%, -2%, /, -2%, 8%, ?, 1%, /
> O=C(OCc1nc2ccccc2[n+]([O-])c1C(=O)c1ccccc1)c1cccnc1
    -4%, -2, -15%, 1%, /, -1%, -4%, 0%, -14%, ?
> O=c1cc(Cc2ccccc2)[nH]c(=S)[nH]1
    3%, -6, 3%, 0%, 7%, -2%, 0%[46.1 µM], -5%, 3%, -8%
> CC(C)C[C@@H](CNCC(=O)[C@H](C)NC(=O)c1[nH]cnc1C(=O)N[C@@H](C)CN)NC(=O)c1nc[nH]c1C(=O)N[C@@H](CO)C(=O)O
    /, /, -3%, -1%, /, 4%, -4%, /, /, /
> Cc1cc(C)nc(-n2ncc3c2CC(c2cccc(Cl)c2)CC3=O)n1 (stereo not drawn)
    6%, 4, -18%, -5%, -8%, -12%, -1%, 10%, 7%, -5%
> NS(=O)(=O)c1ccc(CNC(=S)Nc2cc(S(=O)(=O)N3CCOCC3)ccc2Cl)cc1
    /, /, -25%, -10%, /, 8%, -5%, /, /, /
> O=C(CCl)N(C/C=C/c1ccccc1)c1ccc2c(c1)OCCO2
    4%, 5, -58%[inhibitor], -2%, ?, 6%, 11%, -5%, 14%, 8%
> C#CCOCCOCCOCCNc1nc(N2CCN(C(=O)[C@H](CCC(=O)O)n3cc(C(N)CO)nn3)CC2)nc(N2CCN(C(=O)[C@H](CCCCN)n3cc(C(N)[C@H](C)CC)nn3)CC2)n1 (stereo partly drawn)
    -5%, -5, /, /, /, /, /, 17%, -10%, -4%
> COc1ccc2c(c1)C(c1ccc(C)o1)=NNC(c1cccnc1)=N2
    2%, 13, 7%, -6%, -10%, -1%, 5%, 4%, 6%, -1%
> NC(=O)c1cc(-c2ccccc2)nc(N2CCCCCC2)n1
    -6%, -19, -23%, -1%, 9%, 9%, -2%, 23%, -4%, 4%
> COc1ccc2c(c1OC)C(=O)OC2Nc1nc(-c2ccc([N+](=O)[O-])cc2)cs1 (stereo not drawn)
    -11%, -6, -13%, 0%, /, -4%, 8%, 6%, -2%, ?
> COc1ccc(N2Cc3cccc(C(=O)O)c3C2=O)cc1
    -2%, -3, 4%, 0%, 10%, -4%, 6%, 1%, 10%, -22%
